HCV inh – qHTS Assay for Inhibitors of Hepatitis C Virus (HCV) | Huh7.5.1 HCVcc-Cre infection, luciferase reporter, 44 h | Potency, µM (top dose mostly 41.8 µM), for the others: at the highest dose activity change, negative = inhibition, actives largely listed as inhibitors | hit rate 3.4% among 340,000 | AID 651820, 2012
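Cells seeded at 1,000/well and cultured 4 h, then compounds added followed by HCVcc-Cre virus (~0.5 moi). After 44 h further culture, luciferase substrate was added, plates held 15 min at room temperature, and luminescence read for 15 sec.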
LmPK inhibitor – qHTS Assay for Inhibitors of Leishmania Mexicana Pyruvate Kinase (LmPK); Q27686; purified LmPK, Kinase-Glo ATP luminescence, 1 h; Potency, µM (titrated, usually from 57.5 µM), without a hit: at the top dose activity change, negative = inhibition, usual class: inhibitors; hit rate 0.37% among 290,000
Target sequence (Q27686 whole entry, looked up): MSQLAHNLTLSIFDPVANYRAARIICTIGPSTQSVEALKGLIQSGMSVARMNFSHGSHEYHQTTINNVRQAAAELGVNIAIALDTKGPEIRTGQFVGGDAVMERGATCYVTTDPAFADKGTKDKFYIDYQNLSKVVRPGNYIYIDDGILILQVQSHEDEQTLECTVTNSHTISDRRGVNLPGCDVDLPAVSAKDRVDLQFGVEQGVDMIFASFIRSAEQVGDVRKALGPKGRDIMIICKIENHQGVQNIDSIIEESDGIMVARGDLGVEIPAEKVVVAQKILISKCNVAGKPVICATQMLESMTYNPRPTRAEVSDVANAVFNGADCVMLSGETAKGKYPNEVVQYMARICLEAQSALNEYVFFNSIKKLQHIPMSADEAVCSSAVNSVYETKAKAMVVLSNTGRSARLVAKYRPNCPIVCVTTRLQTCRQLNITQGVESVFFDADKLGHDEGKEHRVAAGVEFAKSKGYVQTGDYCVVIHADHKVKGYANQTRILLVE
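Purified LmPK (0.1 nM) converted ADP (0.1 mM) to ATP with PEP (0.5 mM) in imidazole buffer pH 7.2 with KCl and MgCl2, 1 h at room temperature. ATP was read by Kinase-Glo luminescence; data normalized to uninhibited and no-enzyme controls.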
Pf growth 96h – Primary qHTS for delayed death inhibitors of the malarial parasite plastid, 96 hour incubation; AID 504834, 2011; Potency, µM (highest dose often 28.7 µM), for the others: at the top dose activity change, negative = inhibition, actives largely listed as inhibitors; P. falciparum luciferase reporter growth, 96 h; hit rate 6.9% among 320,000
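Luminescence readout: decreased luciferase signal marks inhibited growth of reporter-expressing P. falciparum in infected red cells (2% hematocrit, 0.05% parasitemia final), exposed to compound two generations (96 h, 37 C, 5% CO2).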
Sm TGR block – qHTS Assay for the Inhibitors of Schistosoma Mansoni Peroxiredoxins; purified TGR, DTNB reduction, TNB absorbance 405 nm; Schistosoma mansoni thioredoxin glutathione reductase (TGR), Q962Y6; hit rate 3% among 360,000; AID 485364, 2010; Potency, µM (doses to about 114 µM), without a hit: at the top dose activity change, negative = inhibition, hits mostly inhibitors; also: nearly all actives have a fitted effect of over 60% in size
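First, TGR (20 nM dispensed) and NADPH were mixed with compound. Second, a 15 min room-temperature incubation followed. Third, further NADPH and then DTNB were added to start the reaction. Finally, TNB absorbance was monitored kinetically.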
TbPYK inhibitor – qHTS of Trypanosoma Brucei Inhibitors; pyruvate kinase (Trypanosoma brucei), Q57TT1; Potency, µM (titrated, usually from 76.8 µM), for the others: at the highest dose activity, negative = inhibition, hits mostly inhibitors; hit rate 0.12% among 410,000; TbPYK enzyme, Kinase-Glo Plus ATP luminescence, 45 min; also: nearly all actives have a fitted effect of over 50% in size
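Assay buffer: 50 mM TEA pH 7.2, 100 mM KCl, 10 mM MgCl2, 0.05% BSA, 0.01% Tween-20. Pyruvate kinase from T. brucei plus substrate met compound, then ADP (130 uM final). Luminescence was read post 45 min RT.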
Pf growth 48h – Primary qHTS for delayed death inhibitors of the malarial parasite plastid, 48 hour incubation | P. falciparum luciferase growth in erythrocytes, 48 h | Potency, µM (highest dose often 28.7 µM), without a hit: at the highest dose activity change, negative = inhibition, usual class: inhibitors | hit rate 5.9% among 310,000
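Here the parasites carry a stable luciferase gene and grow inside erythrocytes in Albumax-based RPMI medium with compound for one erythrocytic cycle. Activity is scored as loss of luminescent signal.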
* hit, by the source's call; ? = inconclusive; · = no result given; [ ] = dose if it differs, or a comment. Calls follow the shape of the dose curve; as a rule, active = well fitted curve in the direction sought with a large enough effect; inconclusive = small, poorly fitted or top-dose-only effect, or another doubt; inactive = no such curve, though single readings can be large; an effect the other way counts as inactive or inconclusive. % is scaled to controls: 0 for no effect and ±100 for the full control effect; potency is read from the fitted curve at half-maximal effect. Rows were taken by chance. Share with any hit: about 16%.

Below each compound – HCV inh, LmPK inhibitor, Pf growth 96h, Sm TGR block, TbPYK inhibitor, Pf growth 48h
- Cc1cc(NS(=O)(=O)c2ccc(NC(=O)CCCOc3ccc(Cl)cc3)cc2)no1
 : 14%, 1%, -14%, -3%, -6%, -1%
- Cn1ncc2c(NNC(=O)c3ccccc3Cl)ncnc21
 : 2%, -4%, 11%, 0%, -6%, -12%
- Cc1onc(-c2c(Cl)cccc2Cl)c1C(=O)NCc1ccccn1
 : 8%, -10%, 2.1µM*, 11%, 1%, -18%
- C/C(=C\C(=O)c1c(O)cc(C)oc1=O)N(C)C
 : 19%, -2%, 22%, -14%, 0%, 7%
- O=C(Nc1cccc(O)c1)c1ccc(Br)cc1
 : -11%, -19%, 8%, -25%, -17%, 150%[activator]
- O=C(CSc1nc2[nH]ncc2c(=O)n1-c1ccccc1)N1CCCc2ccccc21
 : -4%, 2%, ?, -25%, 2%, 32%
- Cc1ccc(S(=O)(=O)NCC(=O)NC2CCCCCC2)cc1
 : 5%, -15%, ·, 2%, 0%, -9%
- Cc1ccc(NC(=O)Cc2nn(C)c(=O)c3ccccc23)cc1F
 : ?, -1%, ?, 9%, ?, -44%
- Cc1ccc(-n2nc3c(c2NC(=O)c2ccc4c(c2)OCO4)CS(=O)(=O)C3)cc1C
 : ·, -11%, ?, 0%, -18%, -23%
- Cc1nn(-c2ccc([N+](=O)[O-])cc2)c2c1C(c1ccc(OC(F)F)cc1)N1C(=N2)C(=O)Nc2ccccc21 (stereo not given)
 : 2µM*, 0%, ?, ·, 3%, ?
- CC(=O)Nc1ccc(-c2csc(NCc3ccccc3)n2)cc1
 : ?, 5%, -19%, ·, 7%, 6%
- CC(C)NC(=O)C1CCN(C2CCN(C(=O)C3=CCCC3)CC2)CC1
 : 13%, 1%, ?, -1%, -5%, 43%
- COC(c1ccccc1)c1nnc(CCC(=O)N2CCCCCCC2)o1 (stereo not given)
 : 6%, 1%, ?, 0%, 1%, -18%
- CCc1ccc(/C=C2\SC(=S)N(CCC(=O)N3CCN(C)CC3)C2=O)cc1
 : 10%, -2%, -20%, 5%, 1%, -8%
- CCOC(=O)COc1ccc(S(=O)(=O)NCc2cccnc2)cc1
 : 4%, -13%, ·, 6%, 8%, 3%

Following part.
Below each compound – HCV inh, LmPK inhibitor, Pf growth 96h, Sm TGR block, TbPYK inhibitor, Pf growth 48h
- CC(=O)NCCc1ccc(S(=O)(=O)N2CCN(c3nc(-c4ccccc4)c(C)s3)CC2)cc1
 : -23%, -7%, 4.1µM*, 9%, 2%, 3.7µM*
- COc1ccc(Cl)cc1NC(=O)CSc1nnc(Cn2c(=O)sc3ccccc32)n1C
 : ?, 5%, -55%, -13%, -8%, 3%
- Cc1ccc2cccc(S(=O)(=O)n3nc(C)cc3C)c2n1
 : ?, 2%, ·, -1%, 0%, -26%
- Cc1ccc(-c2nc(CS(=O)(=O)CC(=O)Nc3cc(F)ccc3F)c(C)o2)cc1
 : ?, 1%, ?, -3%, 4%, 40%[activator]
- O=C(O)CN1C(=O)COc2cc(S(=O)(=O)N3CCCC3)ccc21
 : 18%, 0%, ?, 4%, 0%, ·
- Cc1ccc(NC(=O)Cn2cnc3c(=O)n(C)c(=O)n(C)c32)c(C)c1
 : 18%, -3%, -16%, -6%, -11%, 5%
- CC1CCN(c2c(NCC3CCC(C(=O)NCCCc4ccccc4)CC3)c(=O)c2=O)CC1 (stereo not given)
 : -6%, 1%, -8%, 10%, 1%, ?
- O=C(Nc1ccc(N=Nc2ccccc2)cc1)c1ccccc1Cl
 : ?, 5%, 81%[activator], -10%, 9%, 188%[activator]
- Cc1nnc(NC(=O)CCSc2ccccc2)s1
 : 12%, 0%, ?, 2%, -4%, 30%[activator]
- O=C(NC1CCN(C(=O)Nc2cccc(F)c2)CC1)c1ccco1
 : 12%, -8%, 3%, -11%, 4%, -3%
- NC1=NC2(CCCCC2)N(c2ccc(F)cc2)C(N)=N1
 : 8%, -7%, -3%, 2%, -7%, 13µM*
- CSc1ccc(C(=O)C(C)(C)N2CCOCC2)cc1
 : 16%, -2%, 17%, 4%, -4%, ?
- O=C(c1ccco1)N1N=C(c2ccc(Br)cc2)CC1(O)C(F)(F)F (stereo not given)
 : ?, 2%, ?, -5%, -15%, -18%
- Cc1ccc(NC(=O)CSc2nncc3ccccc23)cc1
 : 4%, 0%, 47%[activator], 14%, -1%, 9%
- CC(CN1CCOCC1)OC(=O)/C=C/c1ccccc1 (stereo not given)
 : 9%, 0%, 4%, 8%, 3%, 85%[activator]

Remaining list, next part:
Below each compound – HCV inh, LmPK inhibitor, Pf growth 96h, Sm TGR block, TbPYK inhibitor, Pf growth 48h
- Cc1ccn2c(=O)nc(SCC(=O)N3N=C(c4cccs4)CC3c3ccc(F)cc3)nc2c1 (stereo not given)
 : ?, ·, 4.7µM*, -17%, 5%, ?
- O=C(O)c1cc2nc(C3CC3)cc(C(F)(F)F)n2n1
 : 15%, 2%, 26%, -11%, 2%, ·
- Cc1ccc(N2CC(C(=O)Nc3nnc(SCC(=O)Nc4cc(C)on4)s3)CC2=O)cc1 (stereo not given)
 : 0%, 1%, 1%, -2%, -1%, -1%
- O=[N+]([O-])c1ccccc1C1Nc2cccc3cccc(c23)N1
 : -16%, 4%, ?, 0%, 26%, ?
- COc1ccc(CNC(=O)CN(C)S(=O)(=O)c2ccc(Cl)cc2)cc1
 : ?, -2%, ?, ·, 3%, 17%
- O=C(O)c1ccc(CSc2nc3ccccc3[nH]2)cc1
 : 3%, -2%, ?, -10%, -5%, -5%
- CC1CCN(c2nnc(N3CCC(C)CC3)c3ccccc23)CC1
 : 11%, 5%, 50%[activator], 14%, -4%, 30%
- Nc1ccc(S(=O)(=O)NC(=O)c2ccccc2)cc1
 : 51%[activator], 6%, ?, 3%, -12%, 6%
- O=[N+]([O-])c1cc(S(=O)(=O)/N=C(/c2ccccc2)N2CCOCC2)ccc1Cl
 : 17%, 0%, 0%, 45µM*, 1%, 6%
- Cc1ccc2[nH]c3c(c2c1)CN(C(=O)CN1CCN(c2ccccc2)CC1)CC3
 : ·, -2%, 15%, 1%, ·, -30%
- COc1ccc(Cn2nnnc2C(c2cccs2)N2CCOCC2)cc1 (stereo not given)
 : 1%, 1%, -8%, 0%, 2%, -2%
- Cc1c(C(=O)O)sc2nc(/C=C/c3cccc(O)c3)[nH]c(=O)c12
 : 1%, -7%, -8%, -16%, 2%, -2%
- N#C/C(=C\c1cccnc1)C(=O)Nc1ccccc1
 : 30%[activator], 2%, -4%, -10%, -6%, 30%[activator]
- CCN(CC)S(=O)(=O)c1cc(NC(=O)C(C)N2CCN(c3ccccn3)CC2)ccc1C (stereo not given)
 : ?, 2%, 3.7µM*, -8%, 2%, 12µM*
- COc1ccc2c(C(=O)CCl)c[nH]c2c1
 : ?, 2%, ?, 4.5µM*, 1%, 15µM*

(next part)
Below each compound – HCV inh, LmPK inhibitor, Pf growth 96h, Sm TGR block, TbPYK inhibitor, Pf growth 48h
- CS(=O)(=O)c1ccc2nc(NC(=O)CCS(=O)(=O)c3ccccc3)sc2c1
 : ?, 0%, 94%[activator], ?, 4%, -8%
- C=CCN(CC=C)C(=O)C(=O)c1cc(C)n(-c2ccc([N+](=O)[O-])cc2)c1C
 : -23%, 2%, ?, 6%, -2%, ?
- O=C(Cc1cccs1)NCc1ccco1
 : 23%, -6%, ·, -30%, -1%, 30%[activator]
- O=C(O)/C=C/C(=O)NCc1cn(-c2ccccc2)nc1-c1cccc(Br)c1
 : 17%, 1%, ?, -15%, -1%, -5%
- N/C(CC(=O)Nc1cc(C(F)(F)F)ccc1Cl)=N\O
 : -11%, -4%, -16%, -19%, 0%, ?
- N=Cc1c(O)n(-c2cccc(Cl)c2)c(=O)[nH]c1=O
 : 12%, 0%, -5%, -1%, 6%, 13%
- Cc1nc(C)c(C(=O)Nc2ccccc2)s1
 : 7%, -2%, -5%, 0%, 1%, 49%[activator]
- Cc1ccccc1NC(=O)NNC(=O)CCc1ccccc1
 : 12%, 0%, ?, -3%, 1%, 33%[activator]
- Cn1ncc(Cl)c1C(=O)N1CCN(c2ccccc2)CC1
 : 19%, -6%, 47%[activator], 11%, -21%, 25%
- COc1cc([N+](=O)[O-])ccc1NC(=O)CCCOc1cc(C)ccc1C
 : ?, 2%, ?, 3%, -2%, -6%
- Cc1ccc2nc(N(CCN3CCOCC3)C(=O)CCS(=O)(=O)c3ccccc3)sc2c1
 : 12%, ·, 110%[activator], -21%, -1%, 80%[activator]
- Cc1ccc(NS(=O)(=O)c2ccc(-n3cccn3)cc2)c(C)c1
 : -12%, 9%, ?, -6%, 1%, -15%
- Cc1csc(SCC(=O)Nc2ccccc2)n1
 : -10%, -1%, 8%, -1%, -2%, 0%
- CCOc1ccc(N(C)S(=O)(=O)c2csc(C(N)=O)c2)cc1
 : -8%, 0%, 19%, 2%, 1%, ?
- O=C(CN1CCC(O)(c2cccc(F)c2)CC1)NCCc1c[nH]c2ccccc12
 : -21%, 1%, -96%, -5%, -2%, ?

Further records follow:
Below each compound – HCV inh, LmPK inhibitor, Pf growth 96h, Sm TGR block, TbPYK inhibitor, Pf growth 48h
- CCOCC(=O)Nc1cc(C(F)(F)F)ccc1Oc1cccc(Br)c1
 : -20%, -1%, 0.47µM*, -27%, -11%, ?
- COc1cccc(CN2CCCCC2C(=O)O)c1 (stereo not given)
 : 10%, -5%, 12%, 15%, 1%, 2%
- Cc1ccccc1NC(=O)CSc1ccc(-c2ccc(-n3cccn3)cc2)nn1
 : 4%, ·, 16%, -7%, 8%, 1%
- COc1ccccc1NNC(=O)C(O)(c1ccccc1)c1ccccc1
 : -1%, -1%, -1%, -22%, 0%, 2%
- CC(C)N(Cc1nc(-c2ccc(Cl)cc2)no1)C(=O)C12CC3CC(CC(C3)C1)C2
 : -1%, -4%, ?, 3%, -10%, 9%
- NC(=O)Nc1ccc(C(=O)OCC(=O)Nc2cccc(S(=O)(=O)NC3=NCCC3)c2)cc1
 : -9%, ·, ?, -4%, 2%, ?
- CN(CCO)S(=O)(=O)c1ccc2c(c1)C(=NNC(N)=O)c1cc(S(=O)(=O)N(C)CCO)ccc1-2
 : 3%, 0%, ?, 1%, 4%, ?
- COc1ccc(CCNC(=O)COc2cc(C)cc3oc(=O)cc(C)c23)cc1
 : -18%, -3%, 25%, -2%, -2%, 31%[activator]
- O=C(CN1C(=O)NC(Cc2ccccc2)C1=O)Nc1ccc(OC(F)F)cc1 (stereo not given)
 : 13%, ·, 13µM*, -5%, 0%, 7%
- CCOc1ccccc1OCC(=O)NN1Cc2ccccc2C1=N
 : 5%, 0%, 17%, 2%, -7%, ·
- CC(C)(C)OC(=O)[C@H](Cc1ccccc1)NC(=O)c1nc[nH]c1C(=O)NC1CCNCC1
 : 4%, ·, ?, -7%, -5%, ?
- CCN(CC)CCN(CC(=O)N(C1CCCCC1)C1CCCCC1)C(=O)c1cccnc1
 : 10%, 5%, 133%[activator], 8%, 7%, ?
- O=C(CSc1ccc(-c2ccc(F)cc2)nn1)N1CCOCC1
 : 11%, -19%, 1%, 2%, -19%, 62%[activator]
- O=C(O)c1cc(N/N=C/c2ccc(N3CCOCC3)s2)ccc1Cl
 : 6%, 1%, 3%, ?, ?, 22%
- N#CC1(c2ccc(NC(=O)c3ccccc3F)cc2)CCCC1
 : ?, -29%, ?, -1%, -8%, 191%[activator]

Screens from PubChem.
